# TDP1 block: qHTS Assay for Inhibitors of Tyrosyl-DNA Phosphodiesterase (TDP1) | Tyrosyl-DNA phosphodiesterase 1 (Homo sapiens), Q9NUW8 | recombinant TDP1, AlphaScreen DNA substrate cleavage | Potency, µM (titrated, usually from 130 µM), for the others: top-dose activity change, negative = inhibition, hits mostly inhibitors | actives 0.28% (n = 350,000) | AID 485290, 2010; further: nearly all actives have a fitted effect of over 40% in size
# Target sequence (Q9NUW8 whole entry, looked up): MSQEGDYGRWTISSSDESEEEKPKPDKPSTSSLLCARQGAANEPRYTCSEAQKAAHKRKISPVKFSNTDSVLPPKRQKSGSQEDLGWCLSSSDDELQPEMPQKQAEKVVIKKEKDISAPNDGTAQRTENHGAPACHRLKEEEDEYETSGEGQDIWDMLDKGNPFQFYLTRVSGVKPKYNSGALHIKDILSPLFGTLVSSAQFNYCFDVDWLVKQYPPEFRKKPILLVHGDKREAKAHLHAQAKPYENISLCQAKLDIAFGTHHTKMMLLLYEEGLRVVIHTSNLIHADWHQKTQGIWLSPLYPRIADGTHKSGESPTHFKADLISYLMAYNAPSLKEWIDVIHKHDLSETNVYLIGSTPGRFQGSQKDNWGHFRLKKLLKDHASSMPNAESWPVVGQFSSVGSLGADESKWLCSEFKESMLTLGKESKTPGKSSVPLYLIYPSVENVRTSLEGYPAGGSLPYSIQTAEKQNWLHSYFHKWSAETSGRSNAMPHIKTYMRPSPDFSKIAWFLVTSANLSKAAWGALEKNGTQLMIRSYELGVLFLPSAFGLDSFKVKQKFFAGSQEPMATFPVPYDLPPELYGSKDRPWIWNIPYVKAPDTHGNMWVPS
#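 Steps: enzyme plus compound, 15 min RT; add biotin/phosphotyrosine-FITC oligonucleotide (15 nM final), react 5 min; add donor/acceptor beads (10 ug/ml final), 10 min; read AlphaScreen. Tdp1 at 1 nM final.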
# N370S GC: qHTS Assay for Inhibitors and Activators of N370S glucocerebrosidase as a Potential Chaperone Treatment of Gaucher Disease; Lysosomal acid glucosylceramidase (Homo sapiens), P04062; N370S GC spleen homogenate, 4MU-glucoside fluorescence; Potency, µM (top dose mostly 59.4 µM), inactives show top-dose activity change, negative = inhibition, usual class: inhibitors; actives 0.092% (n = 330,000);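 further: 0% = full enzyme activity and -100% = no enzyme basal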
# FEN1 inh: qHTS Assay for the Inhibitors of Human Flap endonuclease 1 (FEN1). P39748. Recombinant FEN1 flap cleavage, fluorescence, 15 min. Potency, µM (highest dose often 114 µM), without a hit: top-dose activity change, negative = inhibition, actives largely listed as inhibitors. actives 0.35% (n = 390,000). AID 588795, 2011; further: nearly all actives have a fitted effect of over 65% in size
# Target sequence (P39748 whole entry, looked up): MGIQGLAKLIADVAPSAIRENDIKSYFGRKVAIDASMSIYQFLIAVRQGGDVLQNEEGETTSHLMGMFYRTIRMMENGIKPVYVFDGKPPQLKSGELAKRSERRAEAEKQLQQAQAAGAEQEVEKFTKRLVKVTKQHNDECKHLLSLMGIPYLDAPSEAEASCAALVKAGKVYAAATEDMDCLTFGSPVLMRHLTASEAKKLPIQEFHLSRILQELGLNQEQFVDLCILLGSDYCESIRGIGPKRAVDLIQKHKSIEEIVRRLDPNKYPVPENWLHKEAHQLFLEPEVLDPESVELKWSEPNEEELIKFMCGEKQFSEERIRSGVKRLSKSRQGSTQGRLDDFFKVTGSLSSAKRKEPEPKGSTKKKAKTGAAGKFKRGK
#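 FEN1 at 10 nM, compound pretreatment for 15 min (room temperature), 50 nM final substrate to initiate; endpoint reads at 0 and 15 min; DMSO-only plates used as vehicle background.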
# Starred values were filed as active, the others as inactive; u = inconclusive; x = not tested or not shown; & = joins results of further samples; [ ] = dose if it differs, or a comment. The call rests on the fitted dose curve; in most records, active means well fitted curve in the direction sought with a large enough effect; inconclusive means small, poorly fitted or top-dose-only effect, or another doubt; inactive means no such curve, though single readings can be large; an effect the other way counts as inactive or inconclusive. Unless noted, on the % scale 0 is the no-effect control and ±100 the full control effect; potency means the concentration at half of the fitted maximal effect.
SMILES,TDP1 block,N370S GC,FEN1 inh
COc1ccc(NC(=O)c2c(NCc3sccc3C)sc3c2CCCC3)c(OC)c1,9%,x,-12%
N#CC1=C2SCC(O)(c3ccccc3)N2C(=O)CC1c1cccs1 (stereo unspecified),5%,1%,-10%
CCOc1ccc(-n2c(SCC(N)=O)nc3c([nH]c4ccccc43)c2=O)cc1,3%,3%,19%
COc1cc(S(=O)(=O)N2CCCCCC2)ccc1-n1cnnn1,0%,16%,10%
COc1cccc(NC(=O)CN(C)C(=O)Cn2[nH]c(=O)c3ccccc3c2=O)c1,0%,-3%,7%
CN(C(=O)CN1CCC(NC(=O)C2CCCCC2)CC1)C1CCCCC1,2%,0%,-6%
O=C(O)CCCn1cc(NC(=O)COc2ccc(F)cc2F)cn1,5%,2%,15%
CCOC(=O)Cc1nc2cc(Cl)ccc2o1,3%,-2%,-8%
CC(=O)Nc1ccc(NC(=O)C(C)OC(=O)C2(c3ccccc3F)CCCC2)cc1 (stereo unspecified),0%,x,9%
CC(=O)c1ccc(NC(=O)COC(=O)C2CCN(S(=O)(=O)c3cccs3)CC2)cc1,-18%,-12%,8%
O=C(COc1ccc(Cl)cc1Br)NC1CC1,0%,x,-11%
Cc1ccc(C(=O)OCC(=O)N2CCCC2)cc1,x,0%,-9%
COCc1c(C(=O)NCCc2ccc(OC(F)F)cc2)oc2ccccc12,-11%,x,8%
Cc1cccc2cc(CN(CCCO)C(=O)Nc3ccc(Cl)cc3)c(=O)[nH]c12,4%,3%,1%
CCOc1ccccc1N(C)C(=O)c1cn(C)c(=O)c2ccccc12,x,-21%,-7%
O=C(Cc1ccc(Cl)c(Cl)c1)Nc1ccc(SC(F)F)cc1,-7%,7%,-26%
CC(C(=O)Nc1ccc(C#N)cc1)N(C)Cc1cccs1 (stereo unspecified),4%[0.0935 µM],-1%,7%
O=C(CSc1nc(-c2ccc(F)cc2)[nH]c1-c1ccccc1)Nc1ccccc1,5%,x,10%
O=C(COC(=O)c1cccc(F)c1)Nc1cccnc1Cl,-11%,-5%,19%
N#Cc1ccc(OCc2noc(-c3ccsc3)n2)cc1,4%,6%,-3%
COCCNC(=O)c1ccccc1-c1nc(-c2ccccc2OC)no1,2%,0%,-3%
CCc1ccccc1N1CN(Cc2ccco2)CNC1=S,3%,-16%,11%
Cc1ccc(NC(=O)CN2C(=O)CCS(=O)(=O)c3ccccc32)cc1Cl,3%,u,-6%
COc1ccc(/C=C2/SC(=S)N(NS(=O)(=O)c3ccc(C)cc3)C2=O)cc1,9%[0.0935 µM],-12%,u
O=C(O)c1ccc(N/N=C/c2ccc(-c3ccc(Cl)cc3Cl)o2)cc1,1%,9%,u
COc1cc(OC)c(OC)cc1/C=N/NC(=O)c1cccc(S(=O)(=O)N2CCOCC2)c1,-2%,18%,-12%
COc1ccc(/C=C/c2c(-c3ccc(OC)cc3)sc3ccc(N4CCOCC4)cc23)cc1,x,3%,4%
Cc1ccccc1NC(=O)C1CC(Cl)=CCC1C(=O)O (stereo unspecified),-13%,19%,-1%
C/C(=N\NC(=O)CCCNc1ccc(C)cc1)c1ccccn1,8%,-4%,-2%
Cc1ccc(S(=O)(=O)CC(=O)Nc2nnc(C)s2)cc1,4%,-6%,-3%
CCOC(=O)C1CCN(c2nc3cc(OC)ccc3cc2C#N)CC1,9%,-14%,7%
O=C(NCCNC1CCC(c2ccccc2)CC1)c1ccc(F)cc1 (stereo unspecified),0%,1%,-2%
O=C(NCc1ccccc1)c1nn(-c2ccccc2)nc1CO,5%,x,-4%
CCCCn1c(N)c(N(CC(C)C)C(=O)c2ccc(Br)s2)c(=O)[nH]c1=O,3%,2%,8%
COc1ccccc1N1CCN(c2ncnc3onc(-c4ccc(F)cc4)c23)CC1,6%,x,-10%
CC(C)[C@@H](CC(=O)N[C@@H]1CCCC[C@H]1C(=O)N[C@H](CC(=O)N[C@@H](CCC(=O)O)CC(=O)O)Cc1c[nH]c2ccccc12)NC(=O)C[C@H](CO)NC(=O)[C@@H]1CNCC[C@H]1N,5%,5%,x
O=C(COC(=O)c1cccc(OC(F)F)c1)Nc1ncccn1,45µM*,x,-2%
CC(C)N(C(=O)CSc1nnc(NC(=O)c2cccs2)s1)C(C)C,2%,-2%,21%
COc1cc(/C=N/NC(=O)C(=O)N2CCCC2)ccc1O,-1%,-14%,5%
COc1ccc(/C(N)=N/OC(=O)c2ccc(C)c([N+](=O)[O-])c2)cc1OC,3%,6%,2%
CC12CCC(=O)N1C(C(=O)Nc1nc(-c3ccc(F)cc3)cs1)CS2 (stereo unspecified),x,-18%,-9%
CC(C)c1ccccc1OCCCN1CCCC1,x,-18%,-18%
Clc1ccccc1-c1nnc2sc(C3COc4ccccc4O3)nn12 (stereo unspecified),2%,28%,-8%
O=S(=O)(/C=C/c1ccccc1)Oc1ccccc1,-7%,13%,-5%
CC(=O)N1CCN(S(=O)(=O)c2ccc3c(c2)CCC(=O)N3)CC1,0%,x,2%

# Profiles from above.
# O=S(=O)(/C=C/c1ccccc1)Oc1ccccc1 as listed: TDP1 block = -7%; N370S GC = 13%; FEN1 inh = -5%
# O=C(COC(=O)c1cccc(OC(F)F)c1)Nc1ncccn1 as listed: TDP1 block = 45µM*; N370S GC = x; FEN1 inh = -2%
# COc1cc(/C=N/NC(=O)C(=O)N2CCCC2)ccc1O as listed: TDP1 block = -1%; N370S GC = -14%; FEN1 inh = 5%

# (list continues)
SMILES,TDP1 block,N370S GC,FEN1 inh
CC(Oc1ccccc1Cl)C(=O)Nc1ccc(S(=O)(=O)Nc2nccs2)cc1 (stereo unspecified),3%,-19%,-15%
COc1ccc2[nH]c(=O)c(CN(Cc3cccnc3)Cc3nnnn3CC3CCCO3)cc2c1 (stereo unspecified),-1%,7%,-11%
Cc1csc(SC(C)C(=O)NCC2CCCO2)n1 (stereo unspecified),1%,5%,12%
Oc1c(C(Nc2ccccn2)c2ccccn2)ccc2cccnc12 (stereo unspecified),9%,4%,-10%
Cc1ccc(NC(=O)Cn2cnc3sc(C(=O)NCCN(C)C)c(C)c3c2=O)cc1Cl,-3%,-3%,x
Clc1ccc2nc(-c3ccccc3)nc(C(Cl)Cl)c2c1,3%,-1%,6%
COc1ccc(CCNC(=O)c2ccc(OC)c(OC)c2)cc1OC,x,-8%,18%
CCn1c(SCC(=O)Nc2ccc(OC)cc2)nc2nc3c(cc2c1=O)COC(C)(C)C3,3%,19%,-7%
CC(=O)NCCc1c(Cc2ccccc2)[nH]c2ccccc12,7%,-4%&8%,x
CCCCCCC(=O)Nc1ccc(Cl)cn1,-1%,9%,-8%
Cc1ccc(NC(c2ccc(Cl)cc2)c2nnc(-c3cccc(F)c3)o2)cc1C (stereo unspecified),2%,x,0%
CCOc1ccc(CCNC(=O)c2ccc(C)c(-n3c(C)nc4cccnc43)c2)cc1OCC,0%,x,16%
O=C(CCCOc1ccc(Cl)cc1Cl)N/N=C/c1ccco1,6%,13%,-6%
Cc1ccc2cc(CN(CC(C)C)S(=O)(=O)c3cccc4nonc34)c(=O)[nH]c2c1,3%,-7%,22%
Cc1ccc(C(=O)C2CCN(CC(=O)Nc3ccc(N(C)C)cc3)CC2)cc1,9%,-17%,2%
CCOc1ccc(/C=C(\C#N)C(=O)c2c(C)[nH]c3ccccc23)cc1OC,8%,24%,-3%
CCOc1ccc(OCC)c(NC(=O)c2cnn(-c3ccc(F)cc3)c2-n2cccc2)c1,0%,x,-14%
O=C(O)c1cc(S(=O)(=O)NCCN2CCNC2=O)ccc1O,3%,-4%,17%
Cc1cc(C)n(C(=O)CCCCCCCCC(=O)n2nc(C)cc2C)n1,-2%,28%,-16%
CCNC(=O)CC1C(=O)N(c2cccc(C)c2)C(=O)N1CCC(C)C (stereo unspecified),x,-1%,9%
O=C1CS/C(=C\S(=O)(=O)c2ccc(Cl)cc2)N1,-2%,8%[2.35 µM],6%
O=c1c2ccccc2sn1-c1cc(S(=O)(=O)N2CCOCC2)ccc1N1CCCC1,-6%,x,-14%
CC[C@H]1CN2CCc3cc(OC)c(OC)cc3[C@H]2C[C@@H]1C[C@@H]1NCCc2cc(OC)c(OC)cc21,-3%,-9%,x
O=C1N(c2ccccc2)C[C@@H]2C[C@@H](c3cccc4c3OCO4)N3CCC[C@@]123,x,-4%,16%
CC(=O)N(NC(=O)c1ccccc1Cl)C1CC(=O)N(c2ccc(C)cc2)C1=O (stereo unspecified),0%,30%,1%
CCOC(=O)CNC(=O)Nc1cc(C(C)(C)C)nn1-c1ccccc1,2%,0%,-7%
CCCNC(=O)OC[C@@H]1O[C@H](CCO/N=C\C[C@H]2C=C[C@H](OC(C)=O)[C@@H](COC(C)=O)O2)C=C[C@@H]1Oc1ccc(OC)cc1,9%[21 µM],0%[12.8 µM],x
COc1ccc(-c2c(C3C4C=CCCC4(C)C(=O)N3Cc3ccccc3)ccc3ccccc23)cc1 (stereo unspecified),10%,-2%,-11%
Cc1c(Cc2ccccc2)c(=O)oc2c(C)c(OCC(=O)NCc3ccccn3)ccc12,-17%,-3%,-1%
Nc1cc(S(=O)(=O)C(F)(F)F)ccc1C(=O)O,2%,-29%,10%
COC(=O)C(NC(C)=O)(Nc1ccccn1)C(F)(F)F (stereo unspecified),3%,x,-8%
COC(=O)c1cccc(NC(=O)C2CCCN2C(=O)c2cccs2)c1 (stereo unspecified),-1%,-1%,-4%
Cc1ccccc1NC(=O)CCOc1ccccc1,4%[12.3 µM],-2%,-18%&7%
O=C(CSc1nnc(-c2ccccc2)n1-c1ccccc1)c1cccs1,-1%,4%,-3%
COc1cc(C)nc(Oc2ccc(=O)[nH]n2)n1,4%,3%,-1%
Cc1ccc(O)c(NC(=O)C2=CC(c3cccs3)=NS(=O)(=O)N2C)c1,3%,0%,-1%&0%
CCCCOC(=O)Sc1nc2ccccc2o1,5%,-3%,-9%
Cc1ccc(C(=O)NCC(=O)N2CCN(c3cccc(Cl)c3)CC2)s1,-1%,x,13%
O=c1ccn(-c2cccc(C(F)(F)F)c2)nc1-c1ccn(-c2ccccc2F)n1,-2%,-18%,-13%
CCc1ccc(OCC(=O)NC(=S)Nc2ccc(S(=O)(=O)NC3CCCCC3)cc2)cc1,2%,-9%,0%
COCCNS(=O)(=O)c1cc(F)ccc1OC,3%,2%,1%
O=C(Cn1c(C(F)(F)F)nc2ccccc21)OCC(=O)c1c[nH]c2ccccc12,5%,-3%,-18%
Cc1ccccc1OCC(=O)NNC=O,2%,3%,3%
Cc1ccc(F)c(C2C3C=CCC(C)C3C(=O)N2Cc2ccccc2)c1 (stereo unspecified),3%,10%,-15%
CS(=O)(=O)NCC(c1cccnc1)N1CCN(c2ccc(F)cc2)CC1 (stereo unspecified),3%,4%,0%

# In the list so far, these contain a cyano group:
SMILES,TDP1 block,N370S GC,FEN1 inh
N#CC1=C2SCC(O)(c3ccccc3)N2C(=O)CC1c1cccs1 (stereo unspecified),5%,1%,-10%
CC(C(=O)Nc1ccc(C#N)cc1)N(C)Cc1cccs1 (stereo unspecified),4%[0.0935 µM],-1%,7%
N#Cc1ccc(OCc2noc(-c3ccsc3)n2)cc1,4%,6%,-3%
CCOC(=O)C1CCN(c2nc3cc(OC)ccc3cc2C#N)CC1,9%,-14%,7%
CCOc1ccc(/C=C(\C#N)C(=O)c2c(C)[nH]c3ccccc23)cc1OC,8%,24%,-3%

# Carrying on.
SMILES,TDP1 block,N370S GC,FEN1 inh
O=C(CSc1nc(O)cc(=O)n1C1CCCC1)Nc1cccc(Cl)c1Cl,0%,8%,13%
CCC(Cc1ccccc1)NS(=O)(=O)c1ccc2c(c1)NC(=O)C(C)S2 (stereo unspecified),5%,-22%,-24%
Nc1nc(Cl)cc(N2CCOCC2)n1,-2%,5%,4%
CCCNC(=S)Nc1c(C)n(C)n(-c2ccccc2)c1=O,-3%,-2%,2%
CSc1cc(N2CCOCC2)nc(-c2ccccc2Cl)n1,-3%,1%,-10%
CCOc1ccc(C(C)=O)cc1CSc1nnc(-c2ccoc2C)n1N,-13%,-1%,-13%
Cn1c(=O)c2sccc2n2c(CCCC(=O)NCCc3ccc(S(N)(=O)=O)cc3)nnc12,8%,1%,-2%
O=S(=O)(NCC(c1cccnc1)N1CCOCC1)c1ccccc1 (stereo unspecified),5%,-4%,-10%
COc1cc(CN2CCN(CC#Cc3ccccc3)CC2CCO)cc(OC)c1 (stereo unspecified),x,-6%,-14%
COc1ccc(N2CCN(C(=O)CCCCCn3c(=S)[nH]c4cc5c(cc4c3=O)OCO5)CC2)cc1,1%,2%,20%

# Reformatted with the structure last: part of the list above.
TDP1 block	N370S GC	FEN1 inh	Structure
8%	1%	-2%	Cn1c(=O)c2sccc2n2c(CCCC(=O)NCCc3ccc(S(N)(=O)=O)cc3)nnc12
0%	8%	13%	O=C(CSc1nc(O)cc(=O)n1C1CCCC1)Nc1cccc(Cl)c1Cl

# Screens as filed in PubChem BioAssay.
